# Epigenetic derep: Quantitative High-Throughput Screen for Regulators of Epigenetic Control; murine LDR cells, GFP reporter derepression, 30 h; Potency, µM (series often up to 53.9 µM), without a hit: top-dose GFP activation, actives largely listed as activators; 280,000 compounds, 0.2% hits; AID 1865, 2009; also: potency is read from the fitted curve at half-maximal effect; % of control where 0% means no effect; nearly all actives have a fitted effect of over 60% in size
#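 Derepression of a silenced CMV-GFP reporter in murine LDR cells is scored by enumerating GFP-positive cells with a laser-scanning microplate cytometer after 30 hours of treatment at 37 C.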
# KinaseGlo FLuc: Counterscreen for Luciferase (Kinase-Glo TM) Inhibition | Luciferin 4-monooxygenase (Photuris pensylvanica), Q27757 | Kinase-Glo luciferase, ATP luminescence, 8 min | Potency, µM (top dose mostly 38.3 µM), for the others: at the top dose activity change, negative = inhibition, usual class: inhibitors | 200,000 compounds, 0.28% hits | AID 1379, 2008; also: potency is read from the fitted curve at half-maximal effect; % is scaled to controls: 0 for no effect and ±100 for the full control effect; nearly all actives have a fitted effect of over 60% in size
#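 Substrate mix (final 50 mM imidazole pH 7.2, 50 mM KCl, 7 mM MgCl2, 10 uM ATP, 0.01% Tween 20, 0.05% BSA) plus pin-tool compound, then Kinase-Glo detection mix; 8 min ambient, luminescence read.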
# NPSR antag: qHTS Assay for Antagonists of the Neuropeptide S Receptor: cAMP Signal Transduction. CHO-NPSR cells, cAMP TR-FRET, antagonist mode. 220,000 compounds, 1% hits. Potency, µM (titrated, usually from 38.3 µM), for the others: at the top dose activity change, negative = inhibition, hits mostly inhibitors; also: potency is read from the fitted curve at half-maximal effect; % is scaled to controls: 0 for no effect and ±100 for the full control effect; nearly all actives have a fitted effect of over 50% in size; many of its hits are not listed in these tables
# LMNA splice mod: qHTS Assay for Modulators of Lamin A Splicing; HeLa LMNA splicing GFP/RFP minigene ratio, 48 h; Potency, µM (top dose mostly 46.1 µM), without a hit: at the highest dose ratio change, negative = inhibition, actives largely listed as inhibitors; 200,000 compounds, 0.01% hits; AID 1487, 2009; active = well fitted inhibition curve with a large enough effect in the signal ratio, with a control signal flat, not every such curve was filed as active; inconclusive = small, poorly fitted or top-dose-only effect, or effect the other way, or a change in a side signal; the % refers to the signal ratio; also: potency is read from the fitted curve at half-maximal effect; % is scaled to controls: 0 for no effect and ±100 for the full control effect
#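 Read-out is the ratio of GFP to DsRed2 object intensity, acquired by 488 nm laser-scanning cytometry on HeLa lamin A-EGFP minigene reporter cells. Compound incubation 48 hrs at 37 °C in Opti-MEM with 2% FBS; DMSO 0.5% final.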
# IMPase Li cell: qHTS Assay for Identifying the Cell-Membrane Permeable IMPase Inhibitors: Potentiation with Lithium; CHO-M1 cells, IP1 TR-FRET (IP-One), carbachol + lithium; Potency, µM (highest dose often 59.4 µM), without a hit: at the highest dose activity, negative = IMPase inhibition, most hits filed as inhibitors; 210,000 compounds, 0.35% hits; AID 1457, 2008;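 also: IP1 builds up when IMPase is blocked and the TR-FRET signal falls; potency is read from the fitted curve at half-maximal effect; plate controls were basal vehicle for no effect and high inhibitor control for full effect; nearly all actives have a fitted effect of over 50% in size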
#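 IP1 accumulation measured by competitive TR-FRET in lysed CHO-M1 cells after 30 min compound exposure at 37C, with a small lithium addition to potentiate weak responses. Hill-equation AC50 from ratio and donor-channel data.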
# CBFb-RUNX1 inh: qHTS Assay for Compounds Blocking the Interaction Between CBF-beta and RUNX1 for the Treatment of Acute Myeloid Leukemia; Runt-related transcription factor 1 (Homo sapiens) + Core-binding factor subunit beta …; AlphaScreen CBFb-His/RUNX1-biotin binding, biochemical; Potency, µM (series often up to 59.8 µM), for inactives: at the top dose activity, negative = inhibition, actives largely listed as inhibitors; 230,000 tested, under 10 active; also: % of control where 0% means no effect
# Target sequence (Q01196 whole entry, looked up): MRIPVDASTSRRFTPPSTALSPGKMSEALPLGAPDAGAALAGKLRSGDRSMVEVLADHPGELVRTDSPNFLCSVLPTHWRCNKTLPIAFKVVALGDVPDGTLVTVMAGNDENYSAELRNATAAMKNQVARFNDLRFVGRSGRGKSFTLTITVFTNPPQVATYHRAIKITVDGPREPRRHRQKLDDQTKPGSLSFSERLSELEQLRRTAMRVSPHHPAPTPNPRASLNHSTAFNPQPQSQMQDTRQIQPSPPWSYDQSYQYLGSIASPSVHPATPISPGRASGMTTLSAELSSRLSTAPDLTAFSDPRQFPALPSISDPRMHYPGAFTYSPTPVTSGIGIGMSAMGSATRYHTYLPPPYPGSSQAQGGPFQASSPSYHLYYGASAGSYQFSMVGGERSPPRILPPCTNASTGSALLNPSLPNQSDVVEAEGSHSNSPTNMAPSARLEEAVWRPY
# Target sequence (Q13951 whole entry, looked up): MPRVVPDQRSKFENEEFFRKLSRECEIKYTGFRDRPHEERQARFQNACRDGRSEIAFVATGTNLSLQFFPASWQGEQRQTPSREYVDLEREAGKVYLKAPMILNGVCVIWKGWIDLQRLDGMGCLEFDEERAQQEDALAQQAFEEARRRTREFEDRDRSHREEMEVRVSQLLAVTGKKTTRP
#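 CBF-beta (His) and RUNX1 (biotin), 30 nM each; 20 min preassociation; + compound, 15 min; + beads 50 ng each (Ni, streptavidin), 90 min; RT; AlphaScreen read.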
# GLA spleen mod: qHTS Assay for Inhibitors and Activators of Human alpha-Galactosidase From Spleen Homogenate | Alpha-galactosidase A (Homo sapiens), P06280 | Potency, µM (doses to about 80 µM), for the others: at the highest dose activity change, negative = inhibition, usual class: inhibitors | human spleen homogenate, 4MU-alpha-Gal fluorescence, 40 min | AID 2107, 2009 | 240,000 compounds, 0.008% hits;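 also: potency is read from the fitted curve at half-maximal effect; 0% = enzyme with vehicle and -100% = no enzyme basal signal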
# Target sequence (P06280 32-429 limits assumed): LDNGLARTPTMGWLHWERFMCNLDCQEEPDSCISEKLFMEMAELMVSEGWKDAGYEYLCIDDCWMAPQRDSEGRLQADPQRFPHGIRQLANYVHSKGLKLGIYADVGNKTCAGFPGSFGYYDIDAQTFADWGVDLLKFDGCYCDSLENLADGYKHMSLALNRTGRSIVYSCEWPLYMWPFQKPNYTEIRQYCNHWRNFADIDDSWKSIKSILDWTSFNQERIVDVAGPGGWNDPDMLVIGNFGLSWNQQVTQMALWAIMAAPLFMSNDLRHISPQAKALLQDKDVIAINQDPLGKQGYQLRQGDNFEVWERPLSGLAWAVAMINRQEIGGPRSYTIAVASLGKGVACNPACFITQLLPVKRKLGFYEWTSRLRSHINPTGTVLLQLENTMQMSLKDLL
#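 qHTS titration in buffer at pH 5.0. Alpha-galactosidase activity in spleen homogenate was measured via 4-methylumbelliferone release from 1 mM fluorogenic substrate after 40 min at 37C and a pH 10 stop. AC50 came from Hill fits of control-normalized data.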
# * marks the source's active call; other numbers are inactive results; ? = inconclusive; / = not tested or not shown; & = joins results of further samples; [ ] = remark or other dose. Unless noted, calls follow the shape of the dose curve; as a rule, active = well fitted curve in the direction sought with a large enough effect; inconclusive = small, poorly fitted or top-dose-only effect, or another doubt; inactive = no such curve, though single readings can be large; an effect the other way counts as inactive or inconclusive. An excerpt; rates above refer to the full screens.
compound | Epigenetic derep | KinaseGlo FLuc | NPSR antag | LMNA splice mod | IMPase Li cell | CBFb-RUNX1 inh | GLA spleen mod
Cc1ccc(NC(=O)C2C(c3ccccc3)C2(Cl)Cl)c(C)c1 (stereo not given) | -1.0% | -3% | -11%[46.1 µM] | ? | 26%[38.3 µM] | 11% | 21%
CC1CC(C)CN(CCCNC(=O)Cc2c(C(=O)O)n(C)c3ccccc23)C1 (stereo not given) | 0.1% | -1% | -8%[46.1 µM] | 2% | 21%[38.3 µM] | 0% | -5%
Cc1c(Cl)cnc(NC(=O)CSc2nncs2)c1Cl | 0.0% | 4% | 18% | -6% | -6% | -5% | 3%
CSc1sc(C(=O)N(C)C)c2c1S(=O)(=O)N(C)c1ccccc1-2 | 0.0% | / | 33%[7.67 µM] | / | / | 3% | 8%
N#C/C(=C(/O)CN1CCN(c2ccccc2F)CC1)c1nc(-c2ccccc2)cs1 | -2.1% | -2% | -13%[46.1 µM] | -8% | -7%[38.3 µM] | -6% | 8%
CCNc1nc(NCC)nc(SCC(C)=O)n1 | 4.2% | 1% | 16% | / | -3% | -3% | 9%
Cc1cccc(C)c1NC(=O)C1(N(Cc2ccco2)C(=O)CC2NC(=O)NC2=O)CCCCC1 (stereo not given) | 0.9% | 1% | -14%[46.1 µM] | -14% | 5%[38.3 µM] | 4% | 25%
CCCCC[C@H](O)/C=C/C=C/C=C/[C@@H](O)C/C=C\CCCC(=O)O | -0.3% | -1% | / | / | 6% | -4% | -7%
O=C(NC1CCCC1)c1ccc(Br)s1 | -2.8% | 0% | -14%[46.1 µM] | -8% | ? | 3% | 1%
CCn1cc([N+](=O)[O-])c(C(=O)N2N=C(c3ccc(Cl)c(Cl)c3)CC2c2ccccc2O)n1 (stereo not given) | 5.2% | 2% | -49% | / | -6% | ? | -1%
CCc1ccc(OCCCC(=O)Nc2ccc(N3CCCCC3)cc2)cc1 | -1.4% | -1% | -5%[46.1 µM] | -10% | 3%[38.3 µM] | 0% | -5%
CCOC(=O)C1CCCN(C(=O)c2ccc(Cn3c(=S)[nH]c4cc(C(=O)OC)ccc4c3=O)cc2)C1 (stereo not given) | 12% | 2% | -41% | / | 1% | 0% | -1%
CN(c1ccc(C(=O)N2CCOCC2)cc1[N+](=O)[O-])C1CCCCC1 | -1.8% | -1% | -11%[46.1 µM] | ? | -1%[38.3 µM] | -6% | 8%
COc1ccc(O[C@H]2C=C[C@@H](c3ccccc3)O[C@@H]2COC(=O)CC/C(C)=N/OC[C@@H](O)COCc2ccco2)cc1 | 1.7% | 2% | -3% | ? | 19% | -2%[2.36 µM] | -22%
COc1ccc(C(=O)Cc2ccc(F)cc2)c(OC)c1 | -1.3% | -8% | 3% | 3% | 7% | 3% | 1%
O=c1c2ccccc2sc2ccc(Cl)cc12 | 0.0% | -1% | 1%[46.1 µM] | -2% | -11% | 13% | 5%
CN(C)c1nc(N)nc(CSc2nnnn2-c2ccccc2)n1 | -0.7% | -2% | -8%[46.1 µM] | 16% | 26%[38.3 µM] | -6% | -4%
O=C(Nc1ccc(C2SCCS2)cc1)c1ccccc1 | 0.0% | / | 2% | / | / | 2% | 4%
O=C1CCC(=O)N1OCCOc1ccc2c(c1)CCC2 | -1.1% | 4% | 0%[46.1 µM] | -1% | 17%[38.3 µM] | 16% | 7%
COc1cc(NC(=O)c2cc3c(=O)n(C)c4ccccc4c3n2C)cc(OC)c1OC | -1.9% | -3% | -15%[46.1 µM] | 9% | 3.5µM* | -5% | ?
COc1ccc(C(=O)[C@H]2[C@H]3C(=O)N(c4ccccc4)C(=O)[C@H]3C3C=CC=NN32)cc1 (stereo not given in full) | 3.8% | / | -10% | -7%[46 µM] | / | -12% | 12%
Cc1nc2c(Cl)cccc2[nH]1 | 0.1% | 0% | 7%[46.1 µM] | -5% | 16%[38.3 µM] | -2% | -6%
COc1ccc2c(-c3ccccc3)cc(SCC(=O)N(C)C3CCS(=O)(=O)C3)nc2c1 (stereo not given) | 10% | 4% | -15% | ? | -4% | 6% | 4%
FC(F)(F)c1ccc(C2[C@H]3CN(Cc4ccc(-c5ccccc5)cc4)[C@H](c4ccccc4)C34CC2(c2ccccc2)C4)cc1 (stereo not given in full) | 3.8%&-0.7% | -1% | 24% | / | -8% | 9%&11% | 0%&3%
NC(=O)CN1CCOCCOCCN(CC(N)=O)CCOCC1 | -1.0% | -3% | 7%[46.1 µM] | 10% | 15%[38.3 µM] | 11% | 10%
O=C(c1cc(-c2ccccc2)on1)N1CCN(Cc2ccc3c(c2)OCO3)CC1 | -1.0% | -2% | -28%[46.1 µM] | ? | 2%[38.3 µM] | -1% | -5%
COc1ccc(/C=C/c2nnc(NC(=O)C(C)C)s2)cc1 | -1.0% | / | 2% | / | / | 4% | 2%
O=c1c(OC2OC(CO)C(O)C(O)C2O)c(-c2ccc(O)c(O)c2)oc2cc(O)cc(O)c12 (stereo not given) | 1.1% | 3% | -4% | -2% | 13% | ? | -5%
CC(C)N(Cc1cc2ccccc2[nH]c1=O)C(=O)c1cccnc1 | 0.0% | 2% | 26%[46.1 µM] | 7% | -9%[38.3 µM] | -1% | 1%
O=C(O)CC1S/C(=N\N=C/c2ccccc2O)N(c2ccc(O)cc2)C1=O (stereo not given) | -2.4% | 4% | 3% | / | -7% | 0% | 23%
Cc1nn(-c2ncc(C(F)(F)F)cc2Cl)c(=O)n1-c1c(F)cccc1F | -2.6% | 0% | 2% | 20%[46 µM] | -4% | -7% | -2%
CC(C)c1ccc(/C=C/C(=O)NCCCc2ccccc2)cc1 | 0.0% | 1% | -18%[46.1 µM] | ? | 12% | 26% | -10%
CCC(C(=O)Nc1cnccn1)c1ccccc1 (stereo not given) | 0.0% | -1% | 7%[46.1 µM] | 12% | 2%[38.3 µM] | 4% | 0%
CCc1ccc(NC(=O)c2ccnc(C(C)(C)C)c2)cc1 | 0.0% | -1% | -5%[46.1 µM] | 6% | 7%[38.3 µM] | 2% | 1%
COc1ccc(NC(=O)C2CCCN2C(=O)NC2CCCCC2)cc1OC (stereo not given) | -0.3% | 2% | 11%[46.1 µM] | 17% | 1%[38.3 µM] | 5% | 6%
COc1ccccc1CNc1ccnc(-c2ccc(C(=O)N(C)C)cc2)n1 | / | / | / | 2% | 3% | / | 6%
CC(OC(=O)C1=NNC(=O)CC1)C(=O)Nc1ncc(Cl)cc1Cl (stereo not given) | -0.2% | -2% | 7% | / | 17% | -1% | -10%
CCc1nc2ccccc2c(C(=O)OCCN2C(=O)c3ccccc3C2=O)c1C | 0.7% | 0% | -16%[46.1 µM] | 4% | 15%[38.3 µM] | -1% | 7%
CC1CCc2sc(C(=O)N/N=C/c3ccc([N+](=O)[O-])cc3)cc2C1 (stereo not given) | -1.1% | 2% | 12% | -9% | 0% | -2% | 2%
CC(=O)N[C@@H](CS)C(=O)O | 1.6%&2.6% | 11%&-4% | 12% | ? | -1%&2% | 17%&-7% | -7%&-8%
CC(C(=O)Nc1ccccc1)c1ccc(-c2ccccc2)c(F)c1 (stereo not given) | -5.9% | 2% | -22%[46.1 µM] | ? | 14%[38.3 µM] | 17% | -1%
CCn1c(-c2ccccc2)c[nH]c1=S | -0.2% | 1% | -2%[46.1 µM] | 5% | -4%[38.3 µM] | -4% | -9%
C=CCn1c(NC(=O)CC)c(C(=O)OCC)sc1=S | -4.2% | 5% | -5%[46.1 µM] | 9% | -1%[38.3 µM] | 0% | 2%
CCn1c(Cc2cccn2C)nnc1SCC(=O)c1ccc(C)cc1 | -2.0% | 0% | -23%[46.1 µM] | 3% | 18%[38.3 µM] | -29% | -8%
CCOC(=O)CC(NS(=O)(=O)c1ccc(OC)c(OC)c1)c1cccc([N+](=O)[O-])c1 (stereo not given) | -0.8% | 0% | 9% | -2% | 4% | 2% | -1%
COc1cccc(NC(=S)N(CCCN2CCOCC2)C(C)c2cc3cccc(OC)c3o2)c1 (stereo not given) | -1.1% | 1% | -47% | -13%[46 µM] | 13% | -1% | 3%
Cc1c(NC(=O)c2ccc(F)c(S(=O)(=O)N3CCOCC3)c2)c(=O)n(-c2ccccc2)n1C | -1.3% | / | 11%[46.1 µM] | -2% | / | 5% | 1%
CC(C)CC1(C)N=C(c2ccccc2)C(=S)N1 (stereo not given) | -1.5% | -1% | -15% | -17%[46 µM] | 5% | -9% | -5%
COc1cccc(NC(=O)N2CCCC2C(=O)NC(C)C)c1 (stereo not given) | -0.1% | -3% | -7%[46.1 µM] | -3% | 4% | ? | -6%
Cc1ccc(N(CC(=O)N2CC(=O)Nc3ccccc32)S(=O)(=O)c2ccc3c(c2)OCCO3)cc1 | -0.8% | 4% | -13%[46.1 µM] | -1% | 3% | -2% | -7%
O=c1c2ccccc2nc2n1C(CBr)CN2 (stereo not given) | 0.0% | / | 6% | / | / | 10% | 4%
Cn1c(=O)c2ccccc2n(Cc2ccccc2F)c1=O | 3.6% | -3% | -7%[46.1 µM] | ? | -13%[38.3 µM] | 10% | -15%
CNC(=S)Nc1ccc(C(N)=O)cc1 | -1.0% | 0% | -14% | / | 1% | 17% | -12%
N/C(=N\OC(=O)CCCOc1ccc(Cl)cc1Cl)c1ccccn1 | -7.1% | 0% | -7% | ? | -5% | 24% | 6%
O=C1/C(=C/c2cccs2)Cc2ccccc21 | 0.1% | / | 15%[46.1 µM] | -8% | / | -4% | -1%
CN(C)c1ccc(C(=O)Nc2nnc(-c3ccc(Cl)cc3)o2)cc1 | 0.8% | -2% | -4%[46.1 µM] | ? | 20%[38.3 µM] | 11% | 0%
COc1cccc(C2C(C(C)=O)=C(O)C(=O)N2Cc2ccco2)c1 (stereo not given) | -1.1% | -1% | -13%[46.1 µM] | -13% | -12%[38.3 µM] | 0% | 7%
Cc1cc(C)c2cc(C#N)c(NCCCNC(=O)CCC(=O)O)nc2c1 | -1.1% | 1% | 2%[46.1 µM] | 7% | -5%[38.3 µM] | 0% | 3%
C#CCSc1n[nH]c(-c2ccco2)n1 | 0.5% | -2%[7.66 µM] | -15% | / | -5% | 5% | 6%

# Screens (PubChem)
